IDE exosite inh – exo-site inhibitors of human IDE, primary screen, biochemical, fluorescence anisotropy, probe displacement. purified IDE, FL-6b probe fluorescence polarization; stronger effect = lower value. z-score at 20 µM. hit rate 6.3% among 17,000. AID 1259349, 2017;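 active means z-score of -3 or lower, meaning strong loss of probe binding signal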;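 further: His-tagged human IDE residues 42-1019 made in E. coli with 30 nM FL-6b probe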
Target sequence (P14735 42-1019 limits assumed): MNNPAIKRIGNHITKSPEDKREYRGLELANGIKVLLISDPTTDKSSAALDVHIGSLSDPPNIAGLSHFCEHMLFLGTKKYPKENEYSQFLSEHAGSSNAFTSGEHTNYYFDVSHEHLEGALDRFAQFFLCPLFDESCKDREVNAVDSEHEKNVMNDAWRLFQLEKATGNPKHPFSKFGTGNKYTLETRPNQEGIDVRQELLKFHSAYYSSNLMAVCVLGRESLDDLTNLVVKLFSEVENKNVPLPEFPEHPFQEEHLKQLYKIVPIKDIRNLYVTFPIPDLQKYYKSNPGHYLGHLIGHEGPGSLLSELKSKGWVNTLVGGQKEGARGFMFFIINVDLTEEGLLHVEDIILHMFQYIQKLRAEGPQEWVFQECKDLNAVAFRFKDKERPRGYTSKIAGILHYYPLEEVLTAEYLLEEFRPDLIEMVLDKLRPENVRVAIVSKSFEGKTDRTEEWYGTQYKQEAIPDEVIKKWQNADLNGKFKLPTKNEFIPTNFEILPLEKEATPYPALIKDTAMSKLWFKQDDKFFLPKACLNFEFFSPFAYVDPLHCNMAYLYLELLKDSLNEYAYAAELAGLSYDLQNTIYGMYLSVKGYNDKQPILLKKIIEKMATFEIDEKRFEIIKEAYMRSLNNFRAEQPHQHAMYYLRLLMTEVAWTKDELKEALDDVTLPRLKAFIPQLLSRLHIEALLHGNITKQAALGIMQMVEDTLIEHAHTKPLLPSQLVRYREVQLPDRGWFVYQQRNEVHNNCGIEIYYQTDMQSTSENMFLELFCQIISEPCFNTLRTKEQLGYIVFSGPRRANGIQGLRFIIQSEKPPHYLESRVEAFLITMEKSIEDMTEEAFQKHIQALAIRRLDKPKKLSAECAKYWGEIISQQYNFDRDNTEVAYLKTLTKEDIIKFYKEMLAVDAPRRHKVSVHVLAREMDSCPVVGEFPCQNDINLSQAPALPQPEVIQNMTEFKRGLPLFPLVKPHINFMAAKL
An asterisk follows results filed as active. Not all compounds are listed (hit frequency here may not be typical).

The opening 3 compounds as a preview:
SMILES | IDE exosite inh
CO[C@@H]1CN(C)C(=O)c2ccc(NC(=O)c3ccno3)cc2OC[C@@H](C)N(S(C)(=O)=O)C[C@H]1C | -0.395
C[C@@H](O)C#Cc1ccc([C@H]2[C@H](CO)N3CCCCN(C(=O)c4cccc(F)c4)C[C@@H]23)cc1 | -0.0617
O=C(C[C@@H]1C[C@@H]2c3cc(NC(=O)NC4CCCC4)ccc3O[C@@H]2[C@@H](CO)O1)NCc1ccccc1F | -0.181

The list itself, from the first entry:
SMILES | IDE exosite inh
CO[C@@H]1CN(C)C(=O)c2ccc(NC(=O)c3ccno3)cc2OC[C@@H](C)N(S(C)(=O)=O)C[C@H]1C | -0.395
C[C@@H](O)C#Cc1ccc([C@H]2[C@H](CO)N3CCCCN(C(=O)c4cccc(F)c4)C[C@@H]23)cc1 | -0.0617
O=C(C[C@@H]1C[C@@H]2c3cc(NC(=O)NC4CCCC4)ccc3O[C@@H]2[C@@H](CO)O1)NCc1ccccc1F | -0.181
C/C=C/c1ccc([C@H]2[C@@H](CO)N3C(=O)CN(C(=O)NC4CCCCC4)C[C@@H]23)cc1 | -0.754
O=C(C1CC1)N1CC(=O)N2[C@H](CO)[C@H](c3ccc(Br)cc3)[C@H]2C1 | 2.52
CCCC(=O)Nc1ccc2c(c1)OC[C@H](C)NC[C@@H](C)[C@H](OC)CN(C)C2=O | -0.421
O=C(C[C@@H]1CC[C@H]2[C@@H](COC[C@H](O)CN2Cc2ccc(C(F)(F)F)cc2)O1)N1CCc2ccccc2C1 | -1.22
O=S(=O)(c1ccccc1)N1CCCCN2[C@H](CO)[C@H](c3ccc(-c4ccccc4)cc3)[C@@H]2C1 | 1.01
COCC(=O)N1CCCCN2[C@H](CO)[C@@H](c3ccc(-c4ccc(F)cc4)cc3)[C@@H]2C1 | 0.997
O=C(C1CC1)N1CCCCN2[C@H](CO)[C@H](c3ccc(C#CC4CCCC4)cc3)[C@@H]2C1 | -1.2
O=C(Nc1ccc(F)cc1)N1CC(=O)N2[C@H](CO)[C@@H](c3ccc(C#Cc4ccccc4)cc3)[C@H]2C1 | 1.41
O=C1N[C@H](c2ccccc2)COCc2cnnn2CC[C@@H]1Cc1ccc(C(F)(F)F)cc1 | 0.194
Cc1ccc(-c2ccc([C@H]3[C@H](CO)N4C(=O)CN(C(=O)c5cccnc5)C[C@@H]34)cc2)cc1 | -3.16*
CC(C)NC(=O)N[C@@H]1CC[C@@H](CC(=O)NCCCN(C)C)O[C@H]1CO | 0.0365
N#C[C@@H]1[C@H](c2ccc(C#Cc3ccccc3F)cc2)[C@@H](CO)N1C(=O)C1CCC1 | -4.83*
CN1C(=O)c2cc(NC(=O)Cc3cccs3)ccc2OC[C@@H]2O[C@@H](CC(=O)NCCc3ccncc3)CC[C@H]21 | 0.209
O=C(NCC[C@H]1CC[C@@H](NC(=O)C2CCOCC2)[C@@H](CO)O1)c1cc(Cl)cc(Cl)c1 | -0.77
CC(C)NC(=O)N1[C@@H](CO)[C@H](c2ccccc2)C12CN(C(=O)c1ccccn1)C2 | -0.417
CCc1csc(N2[C@H](C#N)[C@H](c3ccccc3-c3ccc(F)cc3)[C@H]2CO)n1 | 1.18
COc1ccc(C#Cc2ccc([C@H]3[C@H]4CN(C(=O)c5ccccc5)CC(=O)N4[C@H]3CO)cc2)cc1 | 1.1
N#C[C@H]1[C@H](c2ccccc2-c2cccc(F)c2)[C@@H](CO)N1C(=O)C1CCC1 | 1.46
CN1CCCCN2[C@@H](CO)[C@@H](c3ccc(-c4cccnc4)cc3)[C@@H]2C1 | -1.95
O=C(c1cccc(F)c1)N1CC(=O)N2[C@H](CO)[C@H](c3ccc(-c4cccnc4)cc3)[C@@H]2C1 | 3.11
CCCNC(=O)N1[C@@H](CO)[C@@H](c2ccc(C3=CCCC3)cc2)[C@@H]1CNC(=O)CC | 5.03
CS(=O)(=O)N1[C@@H](C#N)[C@@H](c2ccc(C#CC3CCCC3)cc2)[C@@H]1CO | 0.484
CN1CCCCN2[C@@H](CO)[C@H](c3ccc(-c4ccc(F)cc4)cc3)[C@@H]2C1 | -0.54
COc1ccc(CN2[C@@H]3CNc4ccccc4[C@@H]3[C@@H]2CO)cc1 | 2.05
CO[C@@H](CN(C)C(=O)C1CCOCC1)[C@@H](C)CN(C(=O)Nc1ccc(C(F)(F)F)cc1)[C@H](C)CO | 0.735
O=C(Nc1cccc(F)c1)N1CCCCN2[C@H](C1)[C@@H](c1ccc(-c3ccccc3F)cc1)[C@@H]2CO | 3.26
CN(C)CC(=O)N1[C@H](C#N)[C@H](c2ccccc2-c2ccccc2F)[C@@H]1CO | -0.279
CO[C@H](CN(C)S(=O)(=O)c1ccc(C)cc1)[C@H](C)CN(C(=O)Nc1ccccc1F)[C@H](C)CO | 0.688
COc1ccc(-c2ccc([C@H]3[C@@H](CO)N4CCCCN(C(=O)c5ccc6c(c5)OCO6)C[C@@H]34)cc2)cc1 | 2.02
N#C[C@H]1[C@H](c2ccc(-c3ccc(F)cc3)cc2)[C@H](CO)N1c1nc(-c2ccccc2)cs1 | 4.47
CCc1cnc(N2[C@@H](C#N)[C@@H](c3ccccc3C3=CCCC3)[C@@H]2CO)s1 | -0.569
O=C(c1ccncc1)N1CC(=O)N2[C@H](CO)[C@H](c3ccc(C#CCC4CCCC4)cc3)[C@H]2C1 | -0.18
C[C@H]1CCCCO[C@H](CN(C)C(=O)Nc2cccc3ccccc23)[C@@H](C)CN([C@@H](C)CO)C(=O)c2cc(NC(=O)CCC(F)(F)F)ccc2O1 | -0.437
CC(=O)NC[C@H]1[C@@H](c2ccccc2)[C@@H](CO)N1C(=O)Cc1cccnc1 | 4.15
COc1cc(CN2CC3(CN(C(=O)CN4CCOCC4)C3)c3c(n(C)c4cc(OC)ccc34)[C@@H]2CO)cc(OC)c1 | 0.508
CC(=O)N1[C@H](CO)[C@@H](c2ccccc2)[C@H]1CN(C)S(=O)(=O)c1ccccc1 | -2.12
Cc1noc(C)c1NC(=O)N1C[C@@H](O)COC[C@@H]2O[C@H](CC(=O)N[C@@H]3CCN(Cc4ccccc4)C3)CC[C@H]21 | -0.218
COc1ccc(S(=O)(=O)N2CCCCN3[C@H](CO)[C@H](c4ccc(C#CCC(C)C)cc4)[C@H]3C2)cc1 | 2.39
C[C@H](CO)N1C[C@H](C)[C@@H](CN(C)C(=O)CCCN(C)C)OCCCC[C@H](C)Oc2ccc(NC(=O)Nc3ccc4c(c3)OCO4)cc2C1=O | 1.14
CCS(=O)(=O)N1CC2(CN(C(=O)c3ccc(F)cc3)[C@H](CO)c3c2c2ccc(OC)cc2n3C)C1 | -1.17
O=C(C[C@H]1CC[C@@H]2[C@H](COC[C@@H](O)CN2C(=O)Nc2ccccc2)O1)NCc1ccccc1F | 0.968
O=C(c1cccc(F)c1)N1CC(=O)N2[C@@H](CO)[C@H](c3ccc(/C=C/c4ccccc4)cc3)[C@@H]2C1 | -0.833
COc1ccc(-c2ccc([C@H]3[C@H](CO)N4C(=O)CN(Cc5ccc(F)cc5)C[C@@H]34)cc2)cc1 | 2.14
O=C(C[C@H]1C[C@H]2c3cc(NC(=O)C4CCOCC4)ccc3O[C@H]2[C@@H](CO)O1)NCc1cccnc1 | -0.874
O=S(=O)(c1ccccc1)N1CC2(C1)[C@@H](c1ccccc1)[C@@H](CO)N2CC1CCOCC1 | 1.02
CO[C@H]1CN(C)C(=O)c2ccc(NS(=O)(=O)c3c(C)noc3C)cc2OC[C@@H](C)NC[C@@H]1C | -0.217
O=C(Nc1ccc(F)cc1)N1CC(=O)N2[C@H](C1)[C@@H](c1ccc(-c3ccc(F)cc3)cc1)[C@@H]2CO | 0.413
OC[C@H]1[C@@H](c2ccc(Br)cc2)[C@@H]2CNCCCCN12 | -1.39
CC(C)C#Cc1ccc([C@@H]2[C@@H](CO)N3C(=O)CN(C(=O)Cc4ccccc4)C[C@H]23)cc1 | -0.456
Cc1cccc(-c2ccc([C@H]3[C@H]4CN(C(=O)c5cccnc5)CC(=O)N4[C@H]3CO)cc2)c1 | -2.81
CCCC#Cc1ccc([C@@H]2[C@@H](CO)N3CCCCN(S(=O)(=O)Cc4ccccc4)C[C@@H]23)cc1 | 4.54
Cc1ccc(OC(=O)N(C)C[C@@H]2OCc3ccccc3-c3ccccc3C(=O)N([C@H](C)CO)C[C@@H]2C)cc1 | -0.508
O=C(C[C@H]1CC[C@H](NC(=O)C2CCOCC2)[C@H](CO)O1)NCC1CCCCC1 | 0.516
CC(=O)N1[C@@H]2c3ccc(-c4cccnc4)c(=O)n3C[C@H]1[C@H](CO)[C@H]2C(=O)NC1Cc2ccccc2C1 | -0.584
COc1cccc(CNC(=O)C[C@@H]2CC[C@@H]3[C@H](COc4ccc(NS(=O)(=O)c5ccccc5F)cc4C(=O)N3C)O2)c1 | 0.594
CCCC#Cc1ccc([C@H]2[C@@H](CO)N(C(=O)C3CCCC3)[C@H]2C#N)cc1 | 2.53
COc1ccc2c3c(n(C)c2c1)[C@@H](CO)N(C(=O)CC1CC1)CC31CN(C(=O)NC(C)C)C1 | -0.479

5 entries from above in a different format.
IDE exosite inh | structure
-1.22 | O=C(C[C@@H]1CC[C@H]2[C@@H](COC[C@H](O)CN2Cc2ccc(C(F)(F)F)cc2)O1)N1CCc2ccccc2C1
0.484 | CS(=O)(=O)N1[C@@H](C#N)[C@@H](c2ccc(C#CC3CCCC3)cc2)[C@@H]1CO
3.26 | O=C(Nc1cccc(F)c1)N1CCCCN2[C@H](C1)[C@@H](c1ccc(-c3ccccc3F)cc1)[C@@H]2CO
-1.17 | CCS(=O)(=O)N1CC2(CN(C(=O)c3ccc(F)cc3)[C@H](CO)c3c2c2ccc(OC)cc2n3C)C1
0.516 | O=C(C[C@H]1CC[C@H](NC(=O)C2CCOCC2)[C@H](CO)O1)NCC1CCCCC1

The results go on:
SMILES | IDE exosite inh
CCN(C[C@@H]1[C@@H](c2ccccc2)[C@@H](CO)N1C(C)=O)C(=O)c1ccccn1 | 3.93
CN1C(=O)c2cc(NS(=O)(=O)CC(F)(F)F)ccc2OC[C@H]2O[C@@H](CC(=O)NCC3CCCCC3)CC[C@@H]21 | -0.473
O=C1CNC[C@@H]2[C@H](c3ccc(C#CC4CCCC4)cc3)[C@@H](CO)N12 | 3.72
N#C[C@@H]1[C@H](c2ccccc2-c2ccccc2F)[C@@H](CO)N1C(=O)C1CCOCC1 | 3.52
O=C(c1cccnc1)N1CC(=O)N2[C@H](C1)[C@H](c1ccc(-c3ccc(F)cc3)cc1)[C@@H]2CO | -1.12
CS(=O)(=O)N1[C@H](C#N)[C@H](c2ccccc2-c2ccccc2)[C@@H]1CO | 3.14
C[C@@H]1CN([C@@H](C)CO)S(=O)(=O)c2ccc(-c3ccncc3)cc2O[C@@H]1CN(C)S(C)(=O)=O | 0.0104
Cc1ccccc1S(=O)(=O)N1CC(=O)N2[C@@H](CO)[C@H](c3ccc(C#CCC4CCCC4)cc3)[C@@H]2C1 | 4.98
O=C([C@H]1[C@H](CO)[C@H]2Cn3c(cccc3=O)[C@H]2N1Cc1cocn1)N1CCC(Cc2ccccc2)CC1 | -0.864
O=C(C[C@H]1C[C@H]2c3cc(NC(=O)c4cccnc4)ccc3O[C@H]2[C@@H](CO)O1)NCc1cc(F)ccc1F | 0.0301
O=C(C1CCOCC1)N1CC(=O)N2[C@@H](CO)[C@H](c3ccc(-c4cccnc4)cc3)[C@@H]2C1 | -0.28
CN(C)CC(=O)N1[C@@H](C#N)[C@@H](c2ccc(C#CC3CCCCC3)cc2)[C@@H]1CO | -0.748
COc1cccc(C(=O)Nc2ccc3c(c2)C(=O)N(C)[C@H]2CC[C@H](CC(=O)N[C@@H](C)c4ccccc4)O[C@H]2CO3)c1 | -1.12
CN(C)CC(=O)N1CCCCN2[C@H](CO)[C@H](c3ccc(-c4cccnc4)cc3)[C@@H]2C1 | 3.35
O=C(C[C@@H]1CC[C@H]2[C@@H](COC[C@@H](O)CN2C(=O)c2cccnc2)O1)NCC1CC1 | 0.645
COc1ccc(S(=O)(=O)Nc2cccc3c2O[C@@H](CN(C)CC2CCCCC2)[C@H](C)CN([C@@H](C)CO)C3=O)cc1 | 0.971
CCCNC(=O)N1C[C@@H](O)COC[C@H]2O[C@@H](CC(=O)OC)CC[C@@H]21 | 0.669
COCC(=O)Nc1ccc2c(c1)[C@@H]1C[C@H](CC(=O)N[C@H](C)c3ccccc3)O[C@H](CO)[C@@H]1O2 | 1.05
CC(C)NC(=O)N1CC(=O)N2[C@@H](CO)[C@@H](c3ccc(C#CCN(C)C)cc3)[C@@H]2C1 | 2.43
C[C@@H]1CN([C@H](C)CO)C(=O)c2cc(NC(=O)C3CCCCC3)ccc2O[C@@H](C)CCCCO[C@@H]1CN(C)C(=O)CCC(F)(F)F | -0.0778
O=C(C[C@@H]1CC[C@H]2[C@@H](COC[C@H](O)CN2C(=O)c2cnccn2)O1)N1CCN(c2ccccc2)CC1 | -0.593
C[C@@H]1CN([C@H](C)CO)C(=O)c2ccccc2-c2ccccc2CO[C@@H]1CN(C)S(=O)(=O)Cc1ccccc1 | 1.11
O=C(NC[C@@H]1[C@H](c2ccccc2)[C@H](CO)N1CC1CCCC1)c1ccncc1 | 6.22
N#C[C@H]1[C@H](c2ccccc2-c2ccc(F)cc2)[C@@H](CO)N1C(=O)Cc1cccnc1 | -0.279
COc1ccccc1C#Cc1ccc([C@@H]2[C@H](C#N)N(C(=O)C3CCCCC3)[C@H]2CO)cc1 | -6.62*
CN1CCCCN2[C@H](C1)[C@@H](c1ccc(C#Cc3ccccc3F)cc1)[C@@H]2CO | -3.44*
C[C@@H]1CCCCO[C@H](CN(C)C(=O)Nc2ccccc2)[C@H](C)CN([C@H](C)CO)C(=O)c2cc(NC(=O)Nc3ccccc3)ccc2O1 | -0.707
Cc1cccc(-c2ccc([C@@H]3[C@H](CO)N4CCCCN(S(=O)(=O)c5cccc(C)c5)C[C@@H]34)cc2)c1 | -2.78

Part of the list above, tab-delimited.
molecule	IDE exosite inh
Cc1ccccc1S(=O)(=O)N1CC(=O)N2[C@@H](CO)[C@H](c3ccc(C#CCC4CCCC4)cc3)[C@@H]2C1	4.98
O=C([C@H]1[C@H](CO)[C@H]2Cn3c(cccc3=O)[C@H]2N1Cc1cocn1)N1CCC(Cc2ccccc2)CC1	-0.864
O=C(C[C@H]1C[C@H]2c3cc(NC(=O)c4cccnc4)ccc3O[C@H]2[C@@H](CO)O1)NCc1cc(F)ccc1F	0.0301

Screening results as filed in PubChem BioAssay.
